GRP78 ERSR act = induces the endoplasmic reticulum stress response in human glioma cells; U87-MG GRP78 promoter luciferase reporter, 16 h; Potency, µM, for inactives: at the highest dose activation, usual class: activators; 420,000 compounds, 0.02% hits; AID 602332; also: potency is read from the fitted curve at half-maximal effect; series mostly up to about 76 µM; % of control where 0% means no effect; nearly all actives have a fitted effect of over 35% in size
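Stably transfected U87-MG human glioma cells carrying a GRP78-based luminescent sensor were seeded at 1000 cells/well, pin-dosed with compounds and incubated 16 h. Luciferase reagent was then added, and end-point luminescence was read after 10 min at room temperature.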
Vif-APOBEC3G blk = inhibitors of Vif-APOBEC3G interaction | HeLa A3G-eYFP + Vif (tagged APOBEC3G with the HIV-1 protein that degrades it), YFP fluorescence, overnight | Potency, µM (highest dose often 46.1 µM), inactives show at the top dose activity, negative = active, usual class: inhibitors | 410,000 compounds, 0.076% hits;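 also: potency is read from the fitted curve at half-maximal effect; % is scaled to controls: 0 for no effect and ±100 for the full control effect; nearly all actives have a fitted effect of over 60% in size; hits raise eYFP signal because A3G escapes Vif-driven loss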
Target sequence (Q9HC16 whole entry, looked up): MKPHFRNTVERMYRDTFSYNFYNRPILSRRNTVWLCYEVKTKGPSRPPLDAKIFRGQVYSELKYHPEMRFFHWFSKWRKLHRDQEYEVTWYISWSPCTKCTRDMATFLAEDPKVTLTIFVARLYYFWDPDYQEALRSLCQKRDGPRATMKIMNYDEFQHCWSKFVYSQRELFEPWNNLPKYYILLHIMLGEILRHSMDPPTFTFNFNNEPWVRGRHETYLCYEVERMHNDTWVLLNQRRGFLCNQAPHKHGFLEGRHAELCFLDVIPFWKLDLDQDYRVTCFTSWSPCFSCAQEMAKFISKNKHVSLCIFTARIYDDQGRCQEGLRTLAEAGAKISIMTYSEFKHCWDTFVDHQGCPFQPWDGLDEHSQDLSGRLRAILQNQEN
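HeLa cells stably expressing Vif and C-terminally eYFP-tagged A3G, seeded overnight at 37 deg C, then exposed to compound by pintool overnight at 37 deg C. Rise in yellow fluorescence (Ex 488/Em 500-530, Acumen) marks blocked Vif-driven A3G degradation.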
LDHA inh = blocks human lactate dehydrogenase A | P00338 | purified LDHA, NADH/diaphorase-resazurin fluorescence; active compounds read low | 480,000 compounds, 0.15% hits | AID 1347041 | activity change, % (values are at about 110 or 230 µM); in the data active = activity change below about -30%; inconclusive = mostly about -25% to -30%;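 also: plate controls were DMSO wells for no effect and wells without enzyme for full effect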
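Resorufin fluorescence (ex540/em590), read at 0 and 20 min after diaphorase/resazurin addition, reports the NADH left after a 5 min room-temperature reaction of 2 nM human LDH5 with 0.06 mM NADH and 0.2 mM pyruvate.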
An asterisk follows results filed as active; ? = inconclusive; & = joins results of further samples. Unless noted, calls follow the shape of the dose curve; as a rule, active = well fitted curve in the direction sought with a large enough effect; inconclusive = small, poorly fitted or top-dose-only effect, or another doubt; inactive = no such curve, though single readings can be large; an effect the other way counts as inactive or inconclusive. An excerpt; the hit share may differ from the screen's.

SMILES	GRP78 ERSR act	Vif-APOBEC3G blk	LDHA inh
COc1cccc(CN2CCC2(C)C(=O)Nc2ccc(Cl)c(Cl)c2)c1F (stereo not drawn)	-3%	-1%	-1
CCCCN(CCCC)Cc1cc(=O)oc2cc(OC)c(Cl)cc12	-2%	-5%	-2
CC(C)CC(c1nc2ccccc2[nH]1)n1c(-c2ccccc2Br)nc2ccccc21 (stereo not drawn)	-3%	-8%	-6
CC(=O)OCC1=C(C(=O)O)N2C(=O)C(NC(=O)Cc3ccccc3)C2SC1 (stereo not drawn)	-4%&-3%	1%	-2
COCCNC(=O)C1CCCN(C(=O)c2cccnc2Oc2ccccc2)CC1 (stereo not drawn)	-4%	2%	-1
Cc1ccnc2ccccc12	-1%	3%	2
CCN(CC)c1ccc(/C=C/c2c(C)cnc3ccccc23)cc1	-1%	-2%	3
CCc1nc2ccc(C(=O)N(C)CCN(C)C)cn2c1N(CC)C(=O)NCCc1ccccc1	-2%	-2%	-3
Oc1cccc2ccc[n+](CC(O)CBr)c12 (stereo not drawn)	-2%	0%	1
CN1CCN(C(=O)c2cc3c(c(-c4cccc(Br)c4)n2)[C@@H](CCO)N(S(=O)C(C)(C)C)C3)CC1 (stereo partly drawn)	-4%	-2%	2
Cc1cccc(S(=O)(=O)NC(=O)C2(C)CCN2C(=O)c2ccccc2CCc2ccccc2)c1 (stereo not drawn)	-1%	-4%	-3
Cc1ccc(-c2nnc(SCCC(=O)Nc3ccccc3)n2C)cc1	-3%	3%	1
OC(c1ccc(F)c(F)c1)c1nc(-c2cncnc2)cs1 (stereo not drawn)	1%	-2%	-6
Clc1ccc(CNc2ncnc3nc[nH]c23)cc1	2%&-2%	-4%&-2%	-4&1
CCOC(=O)C1=CCN(S(=O)(=O)c2ccccc2)C1c1ccc(Cl)cc1 (stereo not drawn)	9%	-4%	-5
CCOC(=O)C1(C)CCCN1C(=O)c1cccc(OC)c1 (stereo not drawn)	-1%	-2%	-4
O=C(c1[nH]c(C(F)(F)F)nc1-c1ccccc1)N1CCN(Cc2c(F)cccc2Cl)CC1	-3%	1%	-4
CCOC(=O)C1CCCN(C(=O)c2ccc(OC)cc2)CC1 (stereo not drawn)	0%	-2%	2
CC(C)(C)CNC(=O)C1(C)CCN1C(=O)c1ccccc1CCc1ccccc1 (stereo not drawn)	0%	1%	4
COc1cc(C(=O)N2CCCC(c3cc(C(=O)NCc4ccc(F)cc4)no3)C2)cc(OC)c1C (stereo not drawn)	-4%	2%	-7
O=C(CSc1nc2ccccc2c(=O)n1-c1ccc(Cl)c(Cl)c1)Nc1ccc2c(c1)CCC2	-1%	-6%	-4
COc1ccc(OC)c(NC(=O)C2(C)CCN2Cc2cccc(OC)c2F)c1 (stereo not drawn)	-3%	1%	-2
COc1cc2nc(N3CCCN(C)CC3)nc(NC3CCN(Cc4ccccc4)CC3)c2cc1OC	-12%&-9%	-13%	4&7
O=C(/C=C/[C@H]1O[C@@H](n2cnc3c(NC(=O)c4ccccc4)ncnc32)[C@H](O)[C@@H]1O)NCCc1c[nH]c2ccccc12	-4%	0%	-9
CC(C)c1ccc(NC(=O)C2(C)Cc3c(-c4ccccc4)ccnc3O2)cc1 (stereo not drawn)	-3%	2%	-4
CC(=O)NCCNc1nc(NCc2ccccc2)nc2ccsc12	-2%	-4%	-6
COc1cccc(CNC(=S)Nc2ccc3c(c2)c(=O)n(C)n3Cc2csc(C)n2)c1	0%	-3%	-4
C[C@H]1CN([C@@H](C)CO)C(=O)CCCn2nncc2CO[C@@H]1CN(C)Cc1cccc(C(=O)O)c1	-2%	-5%	-16
NC(CCc1ccccc1)c1csc(Nc2ccc(C(=O)NCCO)cc2)n1 (stereo not drawn)	-6%	4%	-8
COCCCNc1ccn2nc(-c3ccc(CC(C)C)cc3)cc2n1	3%	-9%	8
O=C(NCc1ccc(F)cc1)c1[nH]c(C(F)(F)F)nc1-c1ccccc1	-5%	-3%	-8
CC(=O)Nc1ccc(CNc2nc3cc(-c4ccc(F)cc4)sc3c(=O)n2C)cc1	2%	-4%	-13
O=C(NCc1cccnc1)c1cc(C2CCCN(C(=O)c3ccccn3)C2)on1 (stereo not drawn)	0%	-1%	3
COc1ccc(-c2csc(C(NC(C)=O)c3ccc(F)c(F)c3)n2)cn1 (stereo not drawn)	-3%	-1%	-5
CCOc1ccc(CCN2C(=O)C(=O)N([C@@H](CC(C)C)CN3CCC[C@@H]3CN3C(=O)C(=O)NC[C@@H]3CC(C)C)C[C@@H]2Cc2ccccc2)cc1	-1%	1%	-3
COc1cccc(C(O)c2nc(-c3cncnc3)cs2)c1 (stereo not drawn)	-2%	-5%	-10
CCCC[n+]1c(/C=C/c2c(OC)cc(OC)cc2OC)ccc2ccccc21	-8%	?	-14
COCCNC(=O)C1(C)CCCN(Cc2cn(C)c3ccccc23)C1 (stereo not drawn)	-1%	-4%	-3
Cc1cccc(CN2[C@H](CO)C=CS2(=O)=O)c1	-4%	2%	-11
CCc1nc2ccc(C(=O)NCCOc3ccc(OC)cc3)cn2c1N(C)Cc1ccc(OC)cc1	-3%	-2%	-7
CC1(C(=O)NS(=O)(=O)c2cccc(C#N)c2)CCN1C(=O)Cc1ccc(Cl)cc1Cl (stereo not drawn)	-2%	2%	-5
CCCCc1ccc(CC(=O)NO)cc1	-1%	4%	-7
CC(=O)Nc1cc(-c2cccc(F)c2)cn2c(-c3ccc(F)cc3)cnc12	-5%	-12%	1
COc1ccc(-c2ccc(C(=O)Nc3ccccc3)c3occc23)c(C)c1	2%	0%	-5
COc1ccc(NC(=O)C2(C)CCN2Cc2ccccc2Cl)cc1OC (stereo not drawn)	-3%	2%	2
COc1ccc(CCCNC(=O)C2Cc3c(-c4ccc(NC(C)=O)cc4)ccnc3O2)cc1 (stereo not drawn)	-4%	?	-12
COc1cccc(C(O)c2nc(-c3cccc(C#N)c3)cs2)c1 (stereo not drawn)	-1%	0%	-1
CC1(C(=O)NS(=O)(=O)c2cccc(Cl)c2)CCN1C(=O)c1ccccc1 (stereo not drawn)	-3%	-1%	-14
NC(Cc1ccc(F)cc1)c1csc(Nc2cc(Oc3ccccc3)ncn2)n1 (stereo not drawn)	-11%	-6%	-10
CCc1nc2c(OCC(=O)c3ccc(Cl)cc3Cl)cccn2c1N(C)C(=O)c1ccncc1	-3%	0%	0
OCc1ccc(-c2ccc3nccn3c2)cc1	-1%	2%	-6
COc1cccc(-c2cnc(C(O)c3ccc(F)c(F)c3)[nH]2)c1 (stereo not drawn)	-1%	-1%	0
CC(C)c1ccc(-n2nnnc2SCc2nc(N)nc(N)n2)cc1	-1%	2%	-9
CCCCNC(=O)C1(C)CCN1C(=O)c1c(F)ccc(C)c1F (stereo not drawn)	-4%	0%	-1
CSc1ccc(C(O)c2ncc(-c3ccc(F)cc3)[nH]2)cc1 (stereo not drawn)	2%	2%	-6
CC1=C(C(=O)N2CCCCCC2)CC(CC(=O)NCc2cccs2)C(=O)N1Cc1ccccc1 (stereo not drawn)	-3%	-1%	-5
Cn1c(NCCc2ccncc2)nc2cc(-c3ccccc3)sc2c1=O	4%	-18%	-7
CCc1ccc2c(c1)NC(=O)C2(C)Cc1ccccc1OC (stereo not drawn)	-2%	-26%	3
COc1ccc(-c2ccc(C(=O)NCc3ccc(N4CCN(C)CC4)cc3)c3occc23)c(C)c1	-4%	-25%	0
COc1ccc(C(=O)N2CCC(C)(C(=O)NS(=O)(=O)C3CC3)C2)c(OC)c1 (stereo not drawn)	-1%	1%	-7

Carrying on.
SMILES	GRP78 ERSR act	Vif-APOBEC3G blk	LDHA inh
O=C(Nc1cccc(C(F)(F)F)c1)c1ccc2sc([C@@H]3O[C@H](CO)[C@H](O)[C@H](O)[C@H]3O)nc2c1	0%	-4%	-2
Cn1ccc2c(-c3ccc(C(N)=O)cc3)cc3c(c21)C1CCC3C1 (stereo not drawn)	-5%	-12%	-8
Cn1nc(C(C)(C)C)cc1NC(=O)C1(C)CCN1C(=O)C1(c2ccccc2)CC1 (stereo not drawn)	-2%	4%	-3
C=CCNc1ncnc2c1ncn2[C@H]1CN(CCOC)C[C@@H](CO)O1	-4%	1%	-4
COc1c(N2CCNC(C)C2)c(F)cc2c(=O)c(C(=O)O)cn(C3CC3)c12 (stereo not drawn)	-5%&-5%	3%	8
COc1cccc(-c2cnc(C(O)c3ccc(Cl)c(F)c3)[nH]2)c1 (stereo not drawn)	0%	-1%	-3
O=C(Cn1cc(COc2ccc(Cl)c(Cl)c2)nn1)NS(=O)(=O)c1ccccc1C(F)(F)F	-4%	-3%	-16
CC(=O)Nc1ccc(/C=C/c2ccncc2)cc1	4%	-5%	3
c1csc(-c2ccc3nncn3c2)c1	-1%	-2%	-2
OC[C@@H]1CN(Cc2ccc(Cl)cc2)C[C@H](n2cnc3c(Nc4ccccc4)ncnc32)O1	-1%	1%	-1
CCCNC(=O)CNC(=O)c1ccccc1OCC(=O)Nc1ccc(Br)cc1	1%	-1%	-2
CC1=C(C(=O)N(C(C)C)C(C)C)CC(CC(=O)NCCc2ccccn2)C(=O)N1Cc1ccc(F)cc1 (stereo not drawn)	-4%	1%	-2
Cc1cc(C)cc(CC(=O)N2CCC2(C)C(=O)NS(=O)(=O)c2ccccc2C)c1 (stereo not drawn)	-2%	1%	-6
Cc1nc2ccc(C(=O)OC(C)C(=O)c3c(C)[nH]c4ccccc34)cc2nc1C (stereo not drawn)	2%	0%	2
CC(C)(C)c1ccccc1NC(=O)Nc1nc(C(N)c2ccccc2)cs1 (stereo not drawn)	3%	-18%	-18
CC(=O)N1CCN(Cc2cc(=O)oc3cc(C)c(C)cc23)CC1	-4%	3%	-10
CC1(C(=O)NS(=O)(=O)c2ccccc2Cl)CCN1C(=O)C/C=C/c1ccccc1 (stereo not drawn)	-4%	0%	-8
COc1ccc(C(c2nnnn2C2CCCCC2)N2CCN(C/C=C/c3ccccc3)CC2)cc1 (stereo not drawn)	-4%	0%	-6
CC(C)C(=O)N1CCC1(C)C(=O)NCc1ccc(F)cc1Cl (stereo not drawn)	-3%	1%	-4
COc1ccc(Cl)cc1Cn1c(C)c(C(=O)NCc2cccc(C(F)(F)F)c2)sc1=O	-1%	-1%	-3
CCCc1cc(=O)oc2c(C)c(OS(C)(=O)=O)ccc12	-5%	1%	1
COCCNC(=O)C1(C)CCCN(C(=O)c2ccccc2F)C1 (stereo not drawn)	2%	-4%	-3
CSc1ccc(-c2cccc3nncn23)cc1	-2%	-1%	-4
COCCN(CCOC)Cc1cc(=O)oc2cc(C)cc(C)c12	-2%	5%	-8
O=C(NCc1cccnc1)c1cc(C2CCCCN2C(=O)OCc2ccccc2)on1 (stereo not drawn)	1%	0%	-5
Cc1ccc2c(c1)N(Cc1ccccc1)C(=O)C(C)S2 (stereo not drawn)	-3%	-1%	-3
CCCC(=O)N1CCC1(C)C(=O)Nc1ccccc1-c1ccccc1 (stereo not drawn)	-1%	0%	-6

Not a retest: entries from further up.
SMILES	GRP78 ERSR act	Vif-APOBEC3G blk	LDHA inh
O=C(NCc1cccnc1)c1cc(C2CCCCN2C(=O)OCc2ccccc2)on1 (stereo not drawn)	1%	0%	-5
Cc1ccc2c(c1)N(Cc1ccccc1)C(=O)C(C)S2 (stereo not drawn)	-3%	-1%	-3
CCCC(=O)N1CCC1(C)C(=O)Nc1ccccc1-c1ccccc1 (stereo not drawn)	-1%	0%	-6

Compound profiles (already shown). Values in the order: GRP78 ERSR act | Vif-APOBEC3G blk | LDHA inh
COCCNC(=O)C1(C)CCCN(C(=O)c2ccccc2F)C1 (stereo not drawn) is listed with 2% | -4% | -3
CCCc1cc(=O)oc2c(C)c(OS(C)(=O)=O)ccc12 is listed with -5% | 1% | 1
COCCN(CCOC)Cc1cc(=O)oc2cc(C)cc(C)c12 is listed with -2% | 5% | -8
O=C(NCc1cccnc1)c1cc(C2CCCCN2C(=O)OCc2ccccc2)on1 (stereo not drawn) is listed with 1% | 0% | -5

Compound activity: PubChem BioAssay, National Center for Advancing Translational Sciences (NCATS)
